Source: PubChem (Johns Hopkins Ion Channel Center)
KCNQ2 inh – KCNQ2 potassium channel inhibitors, primary screen, cell-based, CHO-K1, FluxOR thallium flux, B-score (AID 2156) | O88943 | hit rate 1.1% among 310,000 | 20 min; stronger effect = lower value | B-score at 10 µM;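 active means fluorescence ratio B-score at most minus 3 library SDs, with starting brightness B-score within 2 library SDs, cut at about -5.5 in these data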
Kir21 block – inhibitors of mouse Kir2.1 inward-rectifier potassium channel. P35561. hit rate 0.85% among 310,000. B-score at 10 µM. HEK293-Kir2.1, FluxOR thallium flux fluorescence; stronger effect = lower value;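 active means fluorescence ratio B-score at or below minus 3 SD of library scores, with starting-brightness B-score within 2 SD, cut at about -4.2 in these data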;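 further: channel flux triggered by added potassium and thallium sulfate stimulus; B-score of peak minus minimum fluorescence over baseline after thallium stimulus; more negative B-score means stronger Kir2.1 block with less thallium influx; some compounds called inactive have numbers as strong as hits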
Target sequence (P35561 whole entry, looked up): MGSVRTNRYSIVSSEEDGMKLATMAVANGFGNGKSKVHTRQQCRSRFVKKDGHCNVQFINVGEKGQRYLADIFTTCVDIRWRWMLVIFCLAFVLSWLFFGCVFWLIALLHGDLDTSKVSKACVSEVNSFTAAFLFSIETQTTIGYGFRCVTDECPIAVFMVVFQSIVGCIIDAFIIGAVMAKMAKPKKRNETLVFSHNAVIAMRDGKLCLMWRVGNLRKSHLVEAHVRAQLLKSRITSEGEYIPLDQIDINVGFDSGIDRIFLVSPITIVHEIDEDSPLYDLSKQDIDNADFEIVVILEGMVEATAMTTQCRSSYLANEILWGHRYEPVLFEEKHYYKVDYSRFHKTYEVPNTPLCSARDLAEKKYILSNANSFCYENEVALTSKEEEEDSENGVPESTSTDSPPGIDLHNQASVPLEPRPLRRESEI
Numbers without * were called inactive; i = inactive.

Below each compound: KCNQ2 inh	Kir21 block
Cc1ccc(NC(=O)c2ncc(Cl)c(Cl)c2Cl)cc1C
→ i	0.48
COc1cccc(-c2csc(/C(C#N)=C/Nc3cc4oc5ccccc5c4cc3OC)n2)c1
→ i	0.66
C=CCSc1nncn1/N=C/c1ccc(OC)cc1
→ i	2
C/C(=N\NC(=O)c1cc(C)oc1C)c1ccc(N2CCOCC2)cc1
→ i	-0.07
CCOC(=O)c1sc(C)c(C(N)=O)c1NC1=NCCCCC1
→ i	0.67
Cc1cccc([C@@H]2[C@@H]3C(=O)N(Cc4ccccc4)C(=O)[C@@H]3[C@]3(C)C(=O)N(c4ccc(C(F)(F)F)cc4)C(=O)N23)c1
→ i	-1.2
Cc1ccc2[nH]c3c(c2c1)CCCC3=O
→ i	0.98
COc1cc(COC(=O)c2cnc(C)cn2)c(OC)cc1Br
→ i	0.01
Cc1ccccc1NC(=S)N(CCN(C)C)C(C)c1ccccn1 (stereo not given)
→ i	-1.6
CCCC(C)c1nc(C(N)=O)c2[nH]c(=O)n(-c3ccc(OC)cc3OC)c2n1 (stereo not given)
→ i	-0.51
COc1ccc(CNc2ncnc3sccc23)cc1OC
→ i	0.57
CCC1SC2=NC(C)=C(C(=O)OCCOC)C(/C=C/c3ccccc3OC)N2C1=O (stereo not given)
→ i	-0.3
CN(C(=O)COc1ccc2ccc(=O)oc2c1)C1CCS(=O)(=O)C1 (stereo not given)
→ i	1.1
COc1ccc(CC(=O)N(C)Cc2ccc(Cl)cc2)cc1S(=O)(=O)N1CCOCC1
→ i	0.04
O=C1CC(c2ccccc2)CN1C(=O)c1cncc(Br)c1 (stereo not given)
→ i	-0.27
CC(C)(C)c1ccc(/C=N/NC(=O)Cc2c[nH]c3ccccc23)cc1
→ i	1.1
O=C(CC1C(=O)NCCN1Cc1ccccc1C(F)(F)F)NC1CCC1 (stereo not given)
→ i	2.2
CCC(=O)Nc1ccc(S(=O)(=O)Nc2cccnc2)cc1
→ i	-0.65
CCN1CC(CNC(=O)c2ccc3nc(Cc4cccc(Cl)c4)oc3c2)CC1=O (stereo not given)
→ i	-0.86
Cc1ccc(S(=O)(=O)N(C)Cc2nc(-c3ccc(Br)cc3)no2)cc1
→ i	-1.5
O=c1[nH]c(=S)[nH]c(O)c1N=Nc1ccc(-c2ccccc2)cc1[N+](=O)[O-]
→ i	-0.1
Cc1ccc(NC(=O)c2ccc(NCCCN3CCC(C)CC3)c([N+](=O)[O-])c2)c(C)c1
→ i	1.2
O=C(O)C1CCCN1C(=O)c1cncc(Br)c1 (stereo not given)
→ i	0.13
COc1ccc(/C=C/C(=O)OCC(=O)Nc2cc(C(N)=O)cc(C(N)=O)c2)cc1
→ i	-0.08
S=C(NCCN1CCOCC1)Nc1ccc(Nc2ccccc2)cc1
→ i	1.1
CCN(CC)CCN(C(=O)c1ccc2c(c1)CCCC2)c1nc2cc(OC)c(OC)cc2s1
→ i	-0.02
CC(C)c1ccc(C2C(C#N)=C(N)Oc3c2oc(CO)cc3=O)cc1 (stereo not given)
→ i	0.13
Cc1ccc(CSCCNC(=O)CCSc2ccccc2)cc1
→ i	0.14
COCCN1C(=O)C(O)=C(C(=O)c2cccs2)C1c1ccccc1 (stereo not given)
→ i	0.13
O=C(CCN1C(=O)COc2ccccc21)NCc1cccnc1
→ i	0.01
Cc1cccc(NS(=O)(=O)c2cc(C(=O)NCc3ccccn3)ccc2C)c1
→ i	-0.08
CC1(C(=O)Nc2ccc3ccccc3c2)CC1(Br)Br (stereo not given)
→ i	2
O=C(Nc1cccc(-n2cnnn2)c1)c1ccncc1
→ i	-0.04
C=CCNC(=O)c1oc2ccc(S(=O)(=O)N3CCCCC3)cc2c1C
→ i	0.41
CCc1cccc(NC(=O)CCNS(=O)(=O)c2cccc3nonc23)c1
→ i	-1.3
C/C(CCc1ccccc1)=N\NC(=O)c1ccccc1
→ i	-0.33
CCCCn1c(N)c(N(CCC(C)C)C(=O)c2ccc3c(c2)OCCO3)c(=O)[nH]c1=O
→ i	0.15
O=C(Oc1cccc2ccccc12)c1ccco1
→ i	-0.88
CCC(=O)/C=C1\Sc2ccc(OC)cc2N1CCO
→ i	1.4
COc1ccc(C/C(N)=N/OC(=O)c2ccco2)cc1OC
→ i	0.03
COc1cc2c(cc1NC(=O)COC(=O)C(CCSC)NC(=O)c1ccccc1Cl)oc1ccccc12 (stereo not given)
→ i	0.13
Cc1nnc(SCC(=O)N/N=C/c2cn(-c3ccccc3)nc2-c2ccc(F)cc2)n1-c1ccccc1
→ i	1.6
CCOC(=O)C(C)c1c(C(=O)c2ccc(C)nc2)c2ccccc2n1C (stereo not given)
→ i	-1.2
O=C(COC(=O)CCc1nc2ccccc2c(=O)[nH]1)Nc1c(Cl)cccc1C(F)(F)F
→ i	-0.11
O=C(Cn1cnc2cc([N+](=O)[O-])ccc2c1=O)NC(=O)NCc1ccccc1
→ i	-0.08
Cc1ccc(CCNC(=O)C2CCC(=O)N2Cc2ccc(F)cc2)cc1 (stereo not given)
→ i	0.38
c1ccc(COc2ccc(OCCCn3cncn3)cc2)cc1
→ i	0.43
c1ccc2sc(NC3=NCN(Cc4ccc5c(c4)OCO5)CN3)nc2c1
→ i	-0.13
COCCNC(=O)CN(Cc1ccc2c(c1)OCO2)C(=O)CCC(=O)Nc1nccs1
→ i	2.1
CN(CC(=O)Nc1ccc(N2CCOCC2)cc1)C(=O)CSc1ccc(F)cc1
→ i	0.43
CC(C)c1ccccc1NC(=O)c1cnccn1
→ i	1.1
O=C(Nc1ncccn1)c1ccc(C(F)(F)F)cc1
→ i	-0.11
Nc1cc2c(cc1C(=O)c1ccccc1F)OCCO2
→ i	1.4
COc1ccc(C(=O)N2CCOC2CNC(=O)C(=O)NCc2ccc(F)cc2)cc1 (stereo not given)
→ i	-0.65
COc1ccccc1N1CCN(c2ncnc3c2oc2ccccc23)CC1
→ i	-2.7
Cc1ccc(NC(=O)CSc2nc(N)c3c4c(sc3n2)CSC(C)(C)C4)cc1
→ i	0.71
CC(NC(=S)Nc1ccc(F)cc1)C(c1cccs1)N1CCOCC1 (stereo not given)
→ i	1
N#CC(C#N)=c1ccc2c(c1)N1C3=C(CCCC3)CC3CCCCC31N=2 (stereo not given)
→ i	1.1
O=C(NCc1ccco1)C(c1ccc(F)cc1)N(CC1CCCO1)C(=O)Cn1nnc2ccccc21 (stereo not given)
→ i	-1.1
O=C(CCn1c(=O)[nH]c2ccsc2c1=O)NCCc1ccc(Cl)cc1
→ i	-0.45

An excerpt from above in order of their number in Kir21 block, descending.
compound | Kir21 block
CCCCn1c(N)c(N(CCC(C)C)C(=O)c2ccc3c(c2)OCCO3)c(=O)[nH]c1=O | 0.15
c1ccc2sc(NC3=NCN(Cc4ccc5c(c4)OCO5)CN3)nc2c1 | -0.13
CCOC(=O)C(C)c1c(C(=O)c2ccc(C)nc2)c2ccccc2n1C (stereo not given) | -1.2

(further entries)
Below each compound: KCNQ2 inh	Kir21 block
C[C@H](NC(=O)c1ccccc1Cl)C(=O)OC(C(=O)Nc1cc(C(F)(F)F)ccc1Cl)c1ccccc1 (stereo not given in full)
→ i	0.44
CCN(CC(=O)N1CCC(C(N)=O)CC1)S(=O)(=O)c1ccc(Cl)cc1
→ i	1
CC(=O)Nc1ccc(OC(=O)Cc2ccc(Cl)cc2)cc1
→ i	0.44
COCCCNC(=O)Cn1c(=O)n(CCCCCC(=O)NCc2ccc3c(c2)OCO3)c(=O)c2sccc21
→ i	-0.16
CCCCC1CC1C(=O)Nc1ccc(OC)c(OC)c1 (stereo not given)
→ i	0.94
NC(=O)c1ccc(-c2ccc(Br)cc2)o1
→ i	-0.18
O=C(CN1C(=O)CSC1=O)N1CCc2ccccc2C1
→ i	0.11
Cc1cc(C(=O)N2CCCC(C(=O)c3cccc(C(F)(F)F)c3)C2)n[nH]1 (stereo not given)
→ i	-2.2
Nc1c(NCCC2=CCCCC2)c(=O)[nH]c(=O)n1Cc1ccccc1
→ i	0.68
CC(C)CC(=O)Nc1ccc(C(=O)NNC(=S)NC(=O)C2CCCCC2)cc1
→ i	-1.1
COC(=O)c1cccc(CN2C(=O)SC(Nc3ccc(C)cc3)C2=O)c1 (stereo not given)
→ i	4
Cn1nccc1C(=O)Oc1ccc(/C=N/NC(=O)c2ccccc2O)cc1
→ i	2.4
Cc1cc(-c2nnc(SCC(=O)c3ccc4c(c3)OCCO4)o2)no1
→ i	1.6
COc1cccc(/C=N/n2c(COc3ccccc3)n[nH]c2=S)c1O
→ i	0.58
Cc1ccc(-n2nc3c(c2NC(=O)c2c(F)cccc2Cl)CS(=O)(=O)C3)cc1C
→ i	0
COc1cc(NS(=O)(=O)c2cn(C)cn2)cc(OC)c1OC
→ i	-0.81
S=c1[nH]nc(COc2ccccc2)n1/N=C/c1ccc(Cl)cc1Cl
→ i	-0.1
O=C(NCCC1=CCCCC1)c1cccc2c1C(=O)N(C1CCCCC1)C2
→ i	0.25
COc1ccc(OC)c(C2NC(=O)NC(C)=C2C(=O)OCc2ccccc2)c1 (stereo not given)
→ i	-0.69
CNc1c([N+](=O)[O-])cnn1-c1ccc(F)cc1
→ i	0.24
COc1cc2c(cc1OC)CC(C(=O)NCc1ccccc1)NC2 (stereo not given)
→ i	0
Cn1cnc2cc(NC(=O)COc3ccccc3)ccc21
→ i	-0.39
COC(=O)CSc1nc2[nH]ncc2c(=O)[nH]1
→ i	0.57
CC(NC(=O)NC12CC3CC(CC(C3)C1)C2)c1ccc2c(c1)OCO2 (stereo not given)
→ i	-1.1
CCC(C)NC(=O)CCc1nnc2ccc(N3CCC(C)CC3)nn12 (stereo not given)
→ i	-0.87
Cn1cnnc1SCCCN1C(=O)c2cccc3cccc(c23)C1=O
→ i	0.02
Cn1c(=S)c2[nH]c(SCCN3CCCC3)nc2n(C)c1=O
→ i	1
COCCN(C(=O)COC(=O)c1cccnc1Cl)c1c(N)n(Cc2ccccc2)c(=O)[nH]c1=O
→ i	0
CC(=O)Nc1ccc(Nc2c([N+](=O)[O-])cc(S(C)(=O)=O)cc2[N+](=O)[O-])cc1
→ i	1.1
Cc1c(NC(=O)c2cc(-c3ccc(Cl)c(Cl)c3)on2)c(=O)n(-c2ccccc2)n1C
→ i	0.5

The list goes on; the last six above are carried over.
Below each compound: KCNQ2 inh	Kir21 block
CCC(C)NC(=O)CCc1nnc2ccc(N3CCC(C)CC3)nn12 (stereo not given)
→ i	-0.87
Cn1cnnc1SCCCN1C(=O)c2cccc3cccc(c23)C1=O
→ i	0.02
Cn1c(=S)c2[nH]c(SCCN3CCCC3)nc2n(C)c1=O
→ i	1
COCCN(C(=O)COC(=O)c1cccnc1Cl)c1c(N)n(Cc2ccccc2)c(=O)[nH]c1=O
→ i	0
CC(=O)Nc1ccc(Nc2c([N+](=O)[O-])cc(S(C)(=O)=O)cc2[N+](=O)[O-])cc1
→ i	1.1
Cc1c(NC(=O)c2cc(-c3ccc(Cl)c(Cl)c3)on2)c(=O)n(-c2ccccc2)n1C
→ i	0.5
CC(C)(C)CC(=O)NCc1cccs1
→ i	-1.1
COc1ccccc1NS(=O)(=O)c1ccc(-c2cnc(C3CC3)o2)cc1
→ i	-1.1
C/C(=N/NC(=O)c1ccncc1)c1ccc2c(c1)OCO2
→ i	0.12
Cc1onc(-c2ccc(Cl)cc2Cl)c1-c1csc(N/N=C/c2ccccc2)n1
→ i	0.7
Cc1ccc(CNS(=O)(=O)c2ccc3c(c2)N(C)CCO3)cc1
→ i	-0.82
O=C1c2cccc3c(N4CCCCC4)ccc(c23)C(=O)N1CCO
→ i	-0.38
COc1ccc(Cc2nnc(NC(=O)c3ccc(C)cc3)s2)cc1OC
→ i	2.3
COc1ccc(Cn2nnnc2C(c2cc3cccc(C)c3[nH]c2=O)N2CCN(C)CC2)cc1 (stereo not given)
→ i	-0.04
COCCNC(=O)COc1ncnc2scc(-c3ccc(F)cc3)c12
→ i	2.7
CCOC(=O)CCCCC(=O)c1[nH]c(=O)[nH]c1CN1CCOCC1
→ i	-0.82
CCn1c(=O)c2cc(C(=O)N3CCCC3)sc2c2ccccc21
→ i	-0.01
CCOc1cc(N2CCOCC2)c(OCC)cc1NC(=O)Cn1cnc2c(=O)n(C)c(=O)n(C)c21
→ i	0.17
N#Cc1nnn(Cc2ccccc2)c1N
→ i	-0.76
COc1ccc(/C=N/NC(=O)c2cc(C)on2)c2ccccc12
→ i	-0.75
CC(C)NC(=O)C(=O)NC1CCCCCC1
→ i	-1.8
CCCN(C(=O)CSc1nnc(-c2ccoc2C)n1N)C1CCS(=O)(=O)C1 (stereo not given)
→ i	-0.54
COc1ccc(S(=O)(=O)NNC(=O)c2cc3ccccc3o2)cc1
→ i	0.38
COc1ccc(-c2nn(CC(=O)N(C)C)c(=O)c3ccccc23)cc1
→ i	2
CC(/C=N/NC(=O)c1c(Br)cnn1C)=C\c1ccccc1
→ i	0.61
COc1cccc(/C=C/C(=O)Nc2ccc(OC)nc2)c1
→ i	0.43
O=C(CSc1ccccn1)Nc1ccc(Br)cn1
→ i	-1.3
Cc1ccc(NC(=O)CNC(=O)Cn2cnc3sc(C)c(C)c3c2=O)cc1F
→ i	1.6
CCN(Cc1ccccc1)S(=O)(=O)c1ccc(C(=O)N(CCCN(C)C)c2nc3cc4c(cc3s2)OCCO4)cc1
→ i	0.24
O=C(COc1ccccc1)NCC(=O)NC1CCCCC1
→ i	0.89
CN1CCN(Cc2nnc(-c3ccccc3)o2)CC1
→ i	0.76
O=C(NCc1cc([N+](=O)[O-])ccc1O)c1cccc(NS(=O)(=O)c2ccccc2)c1
→ i	1.4
